# GSK3 alpha inh: blocks human GSK-3 alpha kinase; ADP-Glo luminescence, 60 min; inhibition, % at 10 µM; 320,000 compounds, 0.1% hits;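 in the data active = inhibition above about 50%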;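 note: GST-tagged GSK-3 alpha with peptide substrate and 25 µM ATP; 0% = DMSO neutral wells and 100% = GW8510 positive control wells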
# Target sequence (P49840 whole entry, looked up): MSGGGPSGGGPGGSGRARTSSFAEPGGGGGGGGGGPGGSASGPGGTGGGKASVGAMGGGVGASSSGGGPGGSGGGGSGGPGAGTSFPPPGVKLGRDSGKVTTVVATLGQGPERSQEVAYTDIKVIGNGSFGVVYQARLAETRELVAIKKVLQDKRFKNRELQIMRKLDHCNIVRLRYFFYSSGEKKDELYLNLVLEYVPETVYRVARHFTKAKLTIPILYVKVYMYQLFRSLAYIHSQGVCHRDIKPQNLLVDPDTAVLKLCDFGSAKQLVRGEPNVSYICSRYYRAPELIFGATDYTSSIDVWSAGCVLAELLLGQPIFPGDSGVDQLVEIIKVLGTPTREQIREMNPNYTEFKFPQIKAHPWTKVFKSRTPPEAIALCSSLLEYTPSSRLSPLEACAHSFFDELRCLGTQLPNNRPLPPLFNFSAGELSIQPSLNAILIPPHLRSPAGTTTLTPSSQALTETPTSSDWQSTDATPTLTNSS
# Dyrk1A ADPGlo: blocks rat Dyrk1A kinase activity; Q63470; ADP-Glo luminescence, NFATc1 peptide; inhibition, % at 12.5 µM; 310,000 compounds, 0.43% hits; in the data active = inhibition above about 50%;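 note: plate controls were vehicle with enzyme for no effect and no enzyme for full effect; many of its hits are not listed in these tables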
# HSF1 inhib: HSF1 inhibition. AID 2098. activity change, negative = inhibition, % at 7.5 µM (by protocol). 300,000 compounds, 0.77% hits. NIH3T3-HGL HSE-luciferase, MG132-induced, luminescence 8 h; active compounds read low;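 active = more than half of replicate wells show activity change below -50%, luminescence cut by over half; inconclusive = some wells, but at most half, below -50%; inactive = no replicate well below -50%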;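 note: luciferase reports HSF-1 transcriptional activity via heat shock element; 0% = median of DMSO wells and -100% = zero luminescence signal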
# HDAC3 inhib: human HDAC3 inhibition; inhibition, % at 8.3 µM; 320,000 compounds, 0.15% hits; recombinant HDAC3, fluorogenic peptide/trypsin coupled, fluorescence; AID 2718; O15379; in the data active = inhibition above about 26%, passing the limit was not always enough; inconclusive = no clear call, values can overlap the other calls
# PolyA inhibitor: blocks polyadenylation in yeast reporter cells; calls only at 12 µM; 300,000 compounds, 0.02% hits; S. cerevisiae SKY197-pL101 polyadenylation reporter, beta-gal luminescence; efflux-impaired pdr1/pdr3 knockout yeast; score 100 = 6 SD above DMSO;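 active = lowest replicate activity score at least 50, where 100 means six control SD above control mean; inconclusive = lowest score under 50 but half or more replicates reach 50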;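 note: yeast exposed to compound for 9 h at 30 °C; higher score means more reporter readthrough which indicates perturbed polyadenylation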
# HSP90 inh: inhibitors of HSP90 luciferase refolding in rabbit reticulocyte lysate; luciferase refolding luminescence, 3 h; inhibition, % at 5.6 µM; 290,000 compounds, 0.91% hits;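 active = inhibition above the screen-wide mean plus 3 SD, computed separately per campaign, cut at about 16% in these data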;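 note: 0% = DMSO wells and 100% = 60 µM geldanamycin wells; inhibitors lower the luminescence because luciferase stays unfolded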
# HSF1 activator: increases HSF-1 driven luciferase reporter signal; NIH3T3-HGL HSF-1 luciferase reporter, MG132, 8 h; 100% = twice DMSO control signal; activation, % at 9 µM; 300,000 compounds, 1.7% hits; AID 504408;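 active = mean replicate activation of at least 50% with a set share of replicates each reaching 50%; inconclusive = only one of those two conditions met; inactive = mean below 50% and too few replicates reaching it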;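 note: 0% = median of the neutral control wells and 100% = twice that signal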
# GSK3beta inhib: human GSK3beta kinase inhibition | P49841 | GST-GSK3beta kinase, ADP-Glo luminescence, 60 min; active compounds read low | activity score (negative = inhibition), % at 10 µM | 300,000 compounds, 0.038% hits;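 active = more than half of replicate wells score below -50%, meaning over 50% inhibition versus plate controls; inconclusive = some replicates but at most half score below -50%; inactive = no replicate scores below -50%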;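 note: 0% = median DMSO wells and -100% = median GW8510 positive control wells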
# Target sequence (P49841 whole entry, looked up): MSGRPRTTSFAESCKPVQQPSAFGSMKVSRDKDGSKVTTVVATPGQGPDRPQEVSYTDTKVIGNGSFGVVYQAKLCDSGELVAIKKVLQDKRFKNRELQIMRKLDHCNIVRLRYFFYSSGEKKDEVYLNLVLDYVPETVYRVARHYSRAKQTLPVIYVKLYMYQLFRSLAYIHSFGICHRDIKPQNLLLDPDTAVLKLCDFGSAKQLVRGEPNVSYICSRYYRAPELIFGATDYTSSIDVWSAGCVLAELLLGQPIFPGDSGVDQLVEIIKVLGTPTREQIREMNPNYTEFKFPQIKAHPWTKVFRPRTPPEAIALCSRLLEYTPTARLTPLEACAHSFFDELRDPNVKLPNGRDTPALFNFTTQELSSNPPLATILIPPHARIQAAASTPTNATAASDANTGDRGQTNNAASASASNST
#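 Assay system: GST-tagged human GSK3beta kinase, cell-free; Input: 1.6 ng GSK3beta; Medium: Tris/MgCl2 kinase buffer; Timing: 60 min enzyme reaction, room temperature; Signal: ADP-Glo luminescence quantifying ADP generated by kinase; Evaluation: score relative to plate controls; Benchmarks: DMSO neutral wells and GW8510 at 20 µM as positive.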
# AI-2 QS mod: Vibrio harveyi AI-2 quorum sensing modulation | activity change, % at 7.5 µM | AID 2094 | Vibrio harveyi JMH597 AI-2 luminescence/OD600 ratio, 9 h; active compounds read low; strain lacks LuxN and CqsS sensors; 0 = neutral-control median | 300,000 compounds, 0.4% hits; in the data active = activity change below about -75%, passing the limit was not always enough; inconclusive = no clear call, values can overlap the other calls;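 note: luminescence divided by OD600 gain over 9 h not by final OD600 alone; inactives centre near 13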
# Platelet DG rel: platelet dense granule release activity | human platelet-rich plasma, SFLLRN dense granule ATP release, luminescence | inhibition, %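 (compounds screened at 7.5 µM in platelet-rich plasma)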 | 300,000 compounds, 0.22% hits;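 active = mean replicate score, as percent of positive control, at or above 50; inconclusive = mean below 50 but at least one replicate at or above 50; inactive = mean and every replicate below 50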
# Numbers without * were called inactive; i = inactive; ? = inconclusive; nt = no result given. Not all compounds are listed, so the mix of outcomes need not match the whole.
# Preview:
SMILES,GSK3 alpha inh,Dyrk1A ADPGlo,HSF1 inhib,HDAC3 inhib,PolyA inhibitor,HSP90 inh,HSF1 activator,GSK3beta inhib,AI-2 QS mod,Platelet DG rel
CC(C)c1ccc(CC(C)C2C3=C(CCCC3=O)OC3=C2C(=O)CCC3)cc1 (centres undefined),0,-2,4,0,i,5,-4,3,13,-3
Cn1c(=O)[nH]c(=O)c2c1nc(N1CCCCCC1)n2CCN1CCCCCC1,2,-7,-5,1,i,3,2,2,13,8

# The listing (from the top)
SMILES,GSK3 alpha inh,Dyrk1A ADPGlo,HSF1 inhib,HDAC3 inhib,PolyA inhibitor,HSP90 inh,HSF1 activator,GSK3beta inhib,AI-2 QS mod,Platelet DG rel
CC(C)c1ccc(CC(C)C2C3=C(CCCC3=O)OC3=C2C(=O)CCC3)cc1 (centres undefined),0,-2,4,0,i,5,-4,3,13,-3
Cn1c(=O)[nH]c(=O)c2c1nc(N1CCCCCC1)n2CCN1CCCCCC1,2,-7,-5,1,i,3,2,2,13,8
Cc1cc(C)c(NC(=O)c2sc3nc4c(cc3c2N)C(=O)CC(C)(C)C4)c(C)c1,nt,0,1,6,i,4,-18,1,2,17
O=C(N/N=C/c1cccc(OCC(=O)N2CCCC2)c1)C(=O)Nc1ccccc1F,0,14,-3,4,i,-1,-14,0,14,1
Cc1ccc(NC(=O)Nc2ccc3c(c2)CCC3)cc1C,0,-3,11,-5,i,-2,21,-1,31,2
CCOC(=O)C1CCN(C(=O)c2cccc(S(=O)(=O)Nc3ccc(C)cc3C)c2)CC1,1,5,-1,2,i,1,10,0,12,2
CCOC(=O)c1c[nH]n(-c2ccc(C)cc2)c1=O,0,-4,-7,-3,i,0,-8,0,30,-2
COc1ccc(C)cc1NC(=O)C1CCN(S(C)(=O)=O)CC1,2,-4,2,0,i,0,-3,-2,10,-3
CC1CCC(C(=O)NC(C(=O)N2CCN(c3ccccn3)CC2)C(C)C)CC1 (centres undefined),-1,-2,-5,-1,i,-2,-1,1,16,8
CC(=O)Nc1ccc(/C=C/c2ccc3cccc([N+](=O)[O-])c3n2)cc1,-1,-20,4,-8,i,0,16,-2,55,1
O=C(NCCN1CCN(c2ccccc2Cl)CC1)Nc1ccccc1,-4,4,1,2,i,-5,-13,-3,14,6
Cc1c(Br)c([N+](=O)[O-])nn1CC(=O)N(C)Cc1ccccc1,-3,3,-5,?,i,-4,-7,0,0,34
CCOC(=O)C1CCCN(C(=O)c2cc(-c3ccc(C)cc3)on2)C1 (centres undefined),-2,1,-4,-4,i,15,-10,2,5,9
CC(=O)Nc1ccc(NC(=O)c2ccc(CSc3ccccc3)o2)cc1,-1,nt,-7,4,i,2,1,2,29,-4
COc1ccc(NC(=O)COc2coc(CN3CCN(c4ccccc4)CC3)cc2=O)cc1,-4,-1,-2,0,i,nt,5,0,21,8
CCN1C(=O)CC(NCc2ccc(S(N)(=O)=O)cc2)C1=O (centres undefined),1,2,0,-3,i,1,-16,-2,18,10
Cc1cc(C(=O)N/N=C/C=C/c2cccc([N+](=O)[O-])c2)n[nH]1,-4,1,6,7,i,-2,31,3,30,3
CC(C)[C@@H](C(=O)NCC1CCC(C(=O)O)CC1)n1nnc2ccccc2c1=O (some centres undefined),-3,1,-8,-6,i,-2,22,1,25,3
COCC(=O)Nc1nc(-c2ccccc2)ns1,-1,-4,-9,-4,i,2,14,3,17,0
O=C(CN1C(=O)c2cccc3cccc1c23)NC1CCCCC1,2,-7,-1,-2,i,-2,2,0,17,-3
CCOC(=O)C1=C(N)N2C(=O)C(C)SC2=C(C(=O)OCC)C1c1ccccc1 (centres undefined),-1,-7,9,-5,i,0,23,2,18,-4
COC(=O)Cn1c2ccc(OC)cc2c2nc(C)sc21,-2,9,33,4,i,2,88*,-5,22,-12
COc1ccccc1-c1nnc(SCC(=O)N2CC(C)CC(C)C2)o1 (centres undefined),1,-7,8,15,i,1,0,1,26,-4
CN(C)C1=NC(=O)/C(=C\c2ccccc2)S1,6,-57,3,9,i,38*,-19,3,17,1
O=C(O)COc1c(-c2ccccc2)oc2ccccc2c1=O,2,2,-7,2,nt,-1,5,2,35,-34
c1cc2c(cc1Cn1cnnn1)OCO2,1,8,-11,-2,i,-2,1,2,37,-1
Cc1ccc(-c2cc(N)n3nc(-c4ccc(C)cc4)cc3n2)cc1,-1,9,3,-7,i,2,18,1,5,1
CC(C)Cc1nnc(NC(=O)CSc2nc(-c3ccccc3)cc(=O)[nH]2)s1,-2,-6,-2,-4,i,-2,-2,-2,9,3
COc1ccc(OCC(=O)NCCNC(=O)c2cccnc2)cc1,-1,-3,3,4,i,1,2,-1,21,1
NC(N)=N/N=C/c1cccc([N+](=O)[O-])c1O,3,-3,-2,3,i,-2,-5,2,36,-6
CCOC(=O)C(=O)N=Nc1c(O)n(C)c2ccccc12,-2,-3,1,4,i,-2,22,0,7,2
COCCCN1C(=O)CS/C1=N\S(=O)(=O)c1ccccc1,0,-2,-3,-1,i,0,-6,0,28,6
CCNS(=O)(=O)c1ccc(NC(=O)CC(C)c2ccccc2)cc1 (centres undefined),-3,2,-1,3,i,3,1,-1,32,-2
CC(C)C(c1nnnn1Cc1ccco1)N1CCC(C(N)=O)CC1 (centres undefined),2,-7,-8,-2,i,-3,4,-2,-5,-10
COc1ccc(C(=O)CSc2nc(C)cc(C)n2)cc1C,-1,-1,2,0,i,0,8,nt,nt,1
Brc1[nH]nc2ccccc12,-2,1,-4,-4,i,-1,-1,-4,18,0
CN(C)S(=O)(=O)N1CCN(S(=O)(=O)N2CCOCC2)CC1,-2,3,6,-4,i,1,-3,1,5,-2
COc1ccc(CNC(=O)C/C(C)=N/NC(=O)c2ccccc2OC)cc1,-5,-2,2,-7,i,-2,10,-1,8,4
O=C(c1ccc(Br)s1)N1CCN(Cc2ccc3c(c2)OCO3)CC1,-1,-1,-4,12,i,1,-13,-6,2,0
Cc1onc(-c2ccccc2Cl)c1C(=O)NCc1ccco1,3,3,22,4,i,-1,39,-3,-2,3
COc1ccc(CCNC(=O)C2CCN(S(=O)(=O)N3CCCCCC3)CC2)cc1OC,-2,-1,2,0,i,-4,0,1,15,5
O=C1CN(C(=O)c2ccc(Br)o2)C(c2ccc(F)cc2)c2cc(Cl)ccc2N1 (centres undefined),-1,-3,29,3,i,2,55*,3,11,-2
C=C(C)C1CCC(C)=C1COC(=O)Nc1ccccc1 (centres undefined),nt,1,-4,15,i,-2,18,-3,16,3
Cc1ccc(C(NC(N)=O)c2ccccc2C)cc1 (centres undefined),0,-3,4,4,i,1,0,-5,11,-1
CCOc1ccc2nc(SCC(=O)NCc3ccc(S(N)(=O)=O)cc3)sc2c1,0,-6,22,9,i,-4,40,-4,24,6
Cn1c(N)c(S(=O)(=O)N2CCN(Cc3ccccc3)CC2)c(=O)n(C)c1=O,2,-4,1,3,i,2,-10,-1,14,10
O=C(Nc1ccccc1)NC1(C(=O)NCc2ccco2)CCCCC1,2,-5,4,-5,i,4,5,2,9,1
Cc1nn(CCC#N)c2nc(-c3ccccc3)cc(C(F)(F)F)c12,-1,5,-3,0,i,-2,-6,0,-2,12
CCOC(=O)CCn1c(CC(=O)OCC)nc2ccccc21,0,-6,-2,1,i,0,-4,3,6,13
O=C(NNC(=O)C1COc2ccccc2O1)c1ccccc1 (centres undefined),-3,-9,10,-3,i,2,10,1,7,2
S=C(NC1CCCCC1)N1CCOCCOCCN(C(=S)NC2CCCCC2)CCOCCOCC1,0,nt,10,9,i,4,18,5,13,13
CN1CCN(S(=O)(=O)c2ccc(-c3ccc(Cl)cc3)cc2)CC1,0,-9,6,-1,i,2,10,1,7,-3
Cc1cc2cc(C)c3nnc(SCC(=O)Nc4ccc(S(=O)(=O)N5CCCCC5)cc4)n3c2cc1C,2,-2,8,-1,i,2,38,2,17,0
Cc1c(C(=O)N2CCN(C(=O)c3ccco3)CC2)sc2nc(-c3ccc(F)cc3)cn12,1,3,-5,0,i,-2,-11,6,20,0
CC(C)c1cc(=O)oc2c3c4c(cc12)CCCN4CCC3,23,48,2,-32,i,5,-2,-13,24,-7
CCC1=Nc2cc(C(=O)NCCCOC)ccc2Sc2ccccc21,-1,3,1,11,i,6,21,0,167,-2
COc1ccc(Nc2c3c(nc4c(-c5ccccc5)c(C)nn24)CCC3)cc1,-1,-1,-1,-5,i,0,16,1,23,-6
COc1ccc(OC)c(N(CC(=O)Nc2cccnc2)S(C)(=O)=O)c1,-3,nt,1,nt,i,-2,7,1,20,5
Cc1ccccc1Cc1ccc(Cl)nn1,2,-5,1,4,i,1,11,9,12,-6
COc1ccc(NC(=O)c2ccco2)cc1NC(=O)c1ccccc1F,0,5,-5,2,i,-5,9,0,16,8
# New compounds follow.
SMILES,GSK3 alpha inh,Dyrk1A ADPGlo,HSF1 inhib,HDAC3 inhib,PolyA inhibitor,HSP90 inh,HSF1 activator,GSK3beta inhib,AI-2 QS mod,Platelet DG rel
Cc1nc(SCC(=O)Nc2ccc(Cl)cc2[N+](=O)[O-])nc(C)c1C,-2,-3,6,3,i,2,7,3,23,3
CCCc1cc(C(=O)Nc2ccc(F)cc2F)no1,-3,-2,19,-1,nt,-3,18,3,8,7
Cc1c(C(=O)N(Cc2ccc(N(C)C)cc2)CC2CCCO2)oc2ccccc12 (centres undefined),-1,-5,7,9,i,6,2,0,19,-3
CC1CCN(C(=O)CSc2nc(=O)n3cc(Cl)ccc3n2)CC1,3,-7,1,6,i,nt,7,2,1,4
COc1cc(CC(=O)Nc2ccc(Cl)c(C(F)(F)F)c2)cc(OC)c1OC,0,-2,6,11,i,-5,12,2,11,-3
COc1ccc(/C(C)=N/NC(=O)Cc2ccc(Cl)cc2)cc1,0,4,-3,-3,i,-3,-1,3,1,1
CN(CC(=O)NCc1ccc2c(c1)OCO2)S(=O)(=O)c1ccc(Br)s1,-2,0,3,-1,i,0,31,-1,38,-8
Cn1cnc(S(=O)(=O)N2CCN(c3cccc(Cl)c3)CC2)c1,1,-5,14,2,i,-3,49,2,14,18
O=C(CNS(=O)(=O)c1cccc(Br)c1)NCC1CCCCC1,-3,0,-13,-2,i,6,-20,2,-5,0
O=C1NC(=Nc2ccc(Cl)cc2)SC1Cc1cccc(Cl)c1Cl (centres undefined),-3,-2,4,-4,i,-2,22,2,43,9
CC(C)(C)OC(=O)c1c(N)n(CCCN2CCCC2=O)c2nc3ccccc3nc12,3,0,9,-139,i,17*,6,1,19,5
CC(C)(C)OC(=O)NCCCCCc1nnc(SCc2cccc(F)c2)o1,3,nt,2,1,i,-3,5,2,4,3
O=C1N[C@@H](Cc2ccccc2)C(=O)N2[C@@H]3N(S(=O)(=O)c4ccccc4)c4ccccc4[C@]3(Br)C[C@@H]12,0,-6,-7,-4,i,nt,-12,2,12,-2
CC(C)n1cc(/C=N/Nc2ccc(C(=O)O)cc2)c2ccccc21,-2,10,-82*,3,i,63*,-84,1,12,3

# Screening results deposited in PubChem BioAssay by several laboratories.
